# Mdm2 ligase inh: Mdm2 E3 ligase (human) inhibition; Q00987; cell-based MDM2 ubiquitination luciferase reporter, 2 h; 0 = plate control, 100 = twice control, blank-subtracted; signal enhancement, % at 5 µM; 0.11% of 210,000 active;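 active = signal enhancement of 30% or more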;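 note: luminescence tracks abundance of the self-degrading MDM2-luciferase fusion protein; higher signal means inhibition of MDM2 E3 ligase activity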
# Target sequence (Q00987 whole entry, looked up, the tested form may be a part): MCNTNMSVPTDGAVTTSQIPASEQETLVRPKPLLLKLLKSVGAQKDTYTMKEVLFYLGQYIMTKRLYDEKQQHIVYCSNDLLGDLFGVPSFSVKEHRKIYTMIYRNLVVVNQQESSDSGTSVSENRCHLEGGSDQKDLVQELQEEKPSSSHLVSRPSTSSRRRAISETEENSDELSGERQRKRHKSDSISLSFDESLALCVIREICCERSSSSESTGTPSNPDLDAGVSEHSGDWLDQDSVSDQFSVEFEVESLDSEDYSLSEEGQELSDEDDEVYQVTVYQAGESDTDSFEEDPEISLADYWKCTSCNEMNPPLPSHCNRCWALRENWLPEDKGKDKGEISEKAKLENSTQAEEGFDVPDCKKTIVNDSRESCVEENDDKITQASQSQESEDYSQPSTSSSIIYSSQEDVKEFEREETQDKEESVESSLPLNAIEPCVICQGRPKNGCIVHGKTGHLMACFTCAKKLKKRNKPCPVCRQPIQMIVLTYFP
#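 Assay system: mammalian cells stably expressing self-ubiquitinating, self-degrading MDM2 E3–luciferase fusion. Quantity: 2000 cells in each well. Medium: DMEM culture medium. Compound dosing: single-point 5 µM. Timing: cell settling 4 h, compound treatment 2 h, both 37 °C. Technique: luciferase luminescence. Read-out basis: percent signal gain over controls, blank-subtracted. Benchmarks: plate controls and plate blanks.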
# p47phox inh: inhibitors of human p47phox binding | P14598 | p47phox/p22phox peptide binding, fluorescence polarization, 2 h | inhibition, % at 24.7 µM | 0.53% of 220,000 active | AID 1274;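 active = inhibition above about 30%, limit read from the data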;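 note: 0% = p47phox with labelled peptide and 100% = labelled peptide alone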
# Target sequence (P14598 whole entry, looked up): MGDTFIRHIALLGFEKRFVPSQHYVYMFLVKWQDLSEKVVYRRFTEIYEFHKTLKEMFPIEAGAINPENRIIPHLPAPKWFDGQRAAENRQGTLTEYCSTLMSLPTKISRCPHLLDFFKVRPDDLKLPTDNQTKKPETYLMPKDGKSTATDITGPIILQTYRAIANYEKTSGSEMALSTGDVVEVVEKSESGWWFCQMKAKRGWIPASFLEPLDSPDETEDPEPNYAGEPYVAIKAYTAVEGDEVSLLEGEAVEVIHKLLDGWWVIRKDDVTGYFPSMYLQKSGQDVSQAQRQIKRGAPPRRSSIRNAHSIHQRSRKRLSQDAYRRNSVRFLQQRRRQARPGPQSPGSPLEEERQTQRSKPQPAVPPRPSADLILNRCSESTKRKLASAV
# TRPML3 agonist: activates the human TRPML3 channel | 0.29% of 220,000 active | activation, % at 3 µM | Q8TDD5 | HEK293 TRPML3-YFP, Fluo-8 calcium fluorescence; 100% = the carbachol control signal | AID 1448;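 active = activation above its plate's cutoff, the mean activation of the plate's test wells plus 3 SD, cut at about 12% in these data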;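 note: 0% = DMSO only wells and 100% = carbachol wells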
#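 Material: HEK293 cells stably carrying human TRPML3-YFP; compound dosing: single dose, 3 µM final nominal compound, 0.3% DMSO final; incubation: 1-h 37 °C dye load, 5-s basal, 120-s post-compound reads; technique: Fluo-8 intracellular calcium fluorescence, excitation 470-495 nm, emission 515-575 nm; read-out basis: percent activation from peak-to-basal fluorescence ratio, scaled between DMSO and carbachol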
# CHOP inhibitor: inhibitors of CHOP induction in ER stress response; inhibition, % at 10 µM; CHO-K1 CHOP-promoter luciferase, tunicamycin-induced, 15-18 h; 3.8% of 220,000 active; AID 2732;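 active = compounds that reduced the stress-induced luciferase reporter signal by more than about 70% of percent inhibition, limit read from the data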;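 note: 0% = tunicamycin plus vehicle and 100% = wells without tunicamycin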
# EBV gp42 inh: inhibitors of Epstein-Barr virus glycoprotein 42. Fluorescence polarization binding assay, mP read-out. Q1HVG2. 0.42% of 220,000 active. inhibition, % (tested at 21.74 µM); in the data active = inhibition above about 50%
# Target sequence (Q1HVG2 whole entry, looked up): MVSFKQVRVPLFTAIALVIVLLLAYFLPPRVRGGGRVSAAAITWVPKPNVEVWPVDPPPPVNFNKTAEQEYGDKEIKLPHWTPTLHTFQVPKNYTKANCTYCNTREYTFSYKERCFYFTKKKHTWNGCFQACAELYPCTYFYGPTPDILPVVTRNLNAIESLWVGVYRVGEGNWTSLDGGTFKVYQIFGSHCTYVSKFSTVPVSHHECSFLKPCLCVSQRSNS
# zfTRPN1 agonist: zebrafish TRPN1 (NompC) channel agonism. HEK293 zebrafish TRPN1-YFP, Fluo-8 calcium fluorescence; 100% = response to 87 µM carbachol. activation, % at 3 µM. 0.18% of 220,000 active. AID 1424;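 active = activation above its plate's cutoff, the mean activation of test wells on that plate plus 3 SD, cut at about 19% in these data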;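 note: 0% = DMSO alone and 100% = 87 µM carbachol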
#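 Material: zebrafish TRPN1-YFP in HEK293 cells; Doses: single test compound dose, 3 µM nominal, 0.3% DMSO; Timing: dye loading 1 h at 37 °C, then 30 min room temperature; Technique: intracellular calcium fluorescence with Fluo-8; Benchmarks: high carbachol 87 µM, low DMSO alone.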
# Runt-SMMHC FRET: Runt domain-CBFb-SMMHC interaction inhibition; Cerulean-Runt/Venus-CBFb-SMMHC FRET ratio 530/480, 1 h; inhibition, % at 20 µM; 0.74% of 220,000 active; AID 1434;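 active = mean inhibition across duplicate retests at 20 µM reaching about 50%, limit read from the data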;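 note: 0% = DMSO wells and 100% = wells with excess untagged CBFb-SMMHC; inhibitors lower the FRET ratio by blocking Runt binding to CBFb-SMMHC; some results filed as inactive read as strong as hits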
# TNF death inh: inhibitors of TNF-alpha induced necroptosis in Jurkat FADD-/- cells; Jurkat FADD-/- TNF necroptosis rescue, ATP luminescence, 24 h; 0 = TNF only, 100 = no-TNF cells; activation (protection from cell death), % at 10 µM; 0.068% of 220,000 active; AID 463075;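 active = activation, meaning protection from cell death, of at least 50% relative to plate controls; inactive = activation below 50%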;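 note: necroptosis triggered by 40 ng/mL TNF-alpha added together with compound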
# PPC-1+TRAIL kill: compounds killing PPC-1 cancer cells with TRAIL present (potentiator screen, no TRAIL-free arm). PPC-1 cells + TRAIL, ATPLite viability luminescence. cell killing (% activity), % at 4 µM. 0.41% of 220,000 active;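 active = cell killing above 50% in the first pass at 4 µM, then a duplicate retest at 5 µM averaging 50% or more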;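 note: plate controls were cells with TRAIL plus DMSO for no effect and medium-only wells lacking cells for full effect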
# * marks the source's active call; other numbers are inactive results; x = not tested or not shown.
item	mol	Mdm2 ligase inh	p47phox inh	TRPML3 agonist	CHOP inhibitor	EBV gp42 inh	zfTRPN1 agonist	Runt-SMMHC FRET	TNF death inh	PPC-1+TRAIL kill
1	O=S(=O)(c1cccc2nonc12)N1CCN(c2cccc(Cl)c2)CC1	3	-18	0.5	-2	-13	1.1	3	-1.7	15
2	Cc1cc(=O)[nH]c(-n2nc(C)c(Oc3ccccc3O)c2C)n1	x	-7	0.4	-4	-14	0.3	4	-1.7	-8
3	O=C1CN=CN=CN1c1ccc(Cl)cc1Cl	-9	-2	0.3	10	0	0.3	2	0.0	-4
4	Cc1ccc(SCc2[nH]nc3c2C(c2cccnc2)C(C#N)=C(N)O3)cc1 (centres undefined)	-1	-11	0.3	10	-11	0.3	-6	-6.0	44
5	Cc1ccc(C2CC(=O)c3cnc(N4CCN(c5ccccc5)CC4)nc3C2)cc1 (centres undefined)	-18	-16	2.9	-10	-1	4.1	2	-0.1	-16
6	Nc1c(C(=O)NCc2ccco2)sc2nc(N3CCOCC3)c3c(c12)CCCC3	-1	-4	-0.6	50	-5	-1.5	20	-2.3	16
7	Cc1c(Cl)c([N+](=O)[O-])nn1CC(=O)N1CCCc2ccccc21	-3	-2	1.1	4	11	1.0	6	1.9	20
8	CCOc1ccc(NC(=O)Nc2ccc(Br)cn2)cc1	-22	-3	1.5	-15	-12	1.6	3	3.6	12
9	COC(=O)Nc1ccc(S(=O)(=O)N2CCN(C)CC2)cc1	x	-5	1.3	-12	-15	0.5	-2	0.4	-19
10	O=C1N(Cc2cccnc2)C[C@@H]2C[C@@H](c3cccc(C(F)(F)F)c3)N3CCC[C@@]123	-15	-4	0.4	-5	2	-1.3	1	0.5	-5
11	O=C(c1cc(COc2c(F)cccc2F)on1)N1CCc2ccccc2C1	5	3	-0.4	39	2	-1.3	x	0.5	x
12	Cn1ccs/c1=N\S(=O)(=O)c1ccc(C(C)(C)C)cc1	-11	-11	1.1	11	-25	1.2	2	0.5	-7
13	Cc1onc(-c2ccccc2Cl)c1C(=O)NCCCN1CCOCC1	5	-11	0.1	16	-4	1.4	-2	0.6	-8
14	CCOc1ccc(CCNC(=O)CCCN2C(=O)c3ccccc3C2=O)cc1OCC	-8	-5	-0.1	37	-17	-0.8	2	-3.7	2
15	CCN(CC)S(=O)(=O)c1cccc(NC(=O)CSc2nc3ccccc3[nH]2)c1	-11	-7	1.9	22	15	6.2	-1	2.3	-6
16	Fc1ccc(Cn2nnnc2CN2CCN(C3CCCCC3)CC2)cc1	-20	-10	1.9	11	-7	-0.1	0	-2.3	12
17	O=C(/C=C/c1ccco1)Oc1cc(Br)cc(/C=N/NC(=O)c2ccccc2O)c1	-3	-33	0.3	60	-3	3.9	-7	-8.0	52*
18	NS(=O)(=O)c1ccc(NC(=S)Nc2ccc(C(=O)N3CCCCC3)cc2)cc1	-2	-1	0.8	24	0	1.4	1	-1.3	4
19	Cc1ccc(C(=O)c2coc3ccc(O)c(CN4CCN(C)CC4)c23)cc1	-9	-6	-0.6	46	-29	-2.2	2	-3.1	10
20	Cc1ccc(SCCNC(=S)Nc2cc(C)cc(C)c2)cc1	-15	-4	0.4	61	20	-0.3	-1	-11	1
21	COc1ccc(O[C@@H]2O[C@H](COC(C)=O)[C@@H](OC(C)=O)[C@H](OC(C)=O)[C@H]2NC(C)=O)cc1	0	3	0.7	14	-3	-0.9	2	0.7	10
22	C=C/C(C)=C/CC1C(=C)CCC2C(C)(C(=O)O)CCCC12C (centres undefined)	-29	-14	x	7	-15	x	-1	-0.1	-6
23	COc1ccc(CN(C(=O)c2ccco2)c2ccc(Br)cc2)cc1OC	-11	-13	-0.9	44	-21	-0.6	-44	-0.1	-8
24	CCn1c(CNC(=O)c2cccs2)n[nH]c1=S	8	-5	0.8	-50	-10	1.1	-1	0.9	12
25	O=C(N/N=C/c1ccc(Br)o1)c1cncc(Br)c1	-11	-14	0.3	22	-5	-0.2	2	1.2	9
26	O=C(Oc1cccnc1)c1ccc(Cl)c(Cl)c1	2	-5	1.1	2	-3	0.0	6	-3.1	0
27	O=C(CSc1ccc(-c2ccccn2)nn1)N1CCCCC1	-11	10	0.6	-24	2	0.4	3	2.1	3
28	C/C(=N\N=C1\NC(=O)C(CC(=O)Nc2ccc(C)c(Cl)c2)S1)C(C)C (centres undefined)	-14	-11	0.6	35	0	0.6	-2	1.4	28
29	Cc1ccc(NC(=O)C(C)N2CCCC2)cc1Cl (centres undefined)	0	-15	1.0	11	4	1.8	3	2.7	-9
30	Clc1ccc(Cl)c(OCCN2CCOCC2)c1	4	-5	-0.1	42	-13	-0.6	-3	-0.9	-2
31	CCc1nnc(NC(=O)C2CC(=O)N(Cc3ccccc3)C2)s1 (centres undefined)	-14	0	0.0	-4	4	0.2	0	-1.2	-2
32	COc1cccc(CC2(CO)CCCN(Cc3cnn(-c4ccccc4)c3)C2)c1 (centres undefined)	0	-11	-0.2	0	-15	-0.9	-5	3.2	9
33	CC1CCCN(C(=S)Nc2ccc3nc4n(c(=O)c3c2)CCCCC4)C1 (centres undefined)	7	-4	1.6	1	-1	2.8	-2	0.8	26
34	COc1ccccc1NC(=O)c1ccc(NC(=O)COC(=O)CCC2CCCC2)cc1	-7	-12	0.1	51	-12	-0.9	2	3.8	35
35	CCCN1/C(=C2/SC(=S)N(CC)C2=O)C=Cc2ccccc21	-1	29	-0.6	4	-10	-0.6	-11	-5.3	26
36	NC(=O)CN1C(=O)C2C3C=CC(C3)C2C1=O (centres undefined)	-6	-10	0.7	-14	-19	2.1	2	-0.5	29
37	Cc1ccc2ncc([N+](=O)[O-])n2c1	-9	4	0.8	20	-2	0.1	5	-3.2	20
38	Cc1cccc(-c2ncc(CN3CCCC(CO)(Cc4cccc(Cl)c4)C3)cn2)c1 (centres undefined)	3	-47	0.2	-8	-33	-0.3	-1	0.4	8
39	Cc1c(C(=O)Nc2ccc3c(c2)OCO3)sc2nc(-c3ccccc3)cn12	-20	-8	1.5	60	-18	1.2	2	0.9	14
40	CCN(CC)S(=O)(=O)c1csc(C(=O)NC2CCCCC2)c1	11	1	0.2	41	-8	0.4	0	-0.7	6

# Exported in transposed form: part of the list above
[34] COc1ccccc1NC(=O)c1ccc(NC(=O)COC(=O)CCC2CCCC2)cc1
[33] CC1CCCN(C(=S)Nc2ccc3nc4n(c(=O)c3c2)CCCCC4)C1 (centres undefined)

Screen / compound no. | 34 | 33
Mdm2 ligase inh | -7 | 7
p47phox inh | -12 | -4
TRPML3 agonist | 0.1 | 1.6
CHOP inhibitor | 51 | 1
EBV gp42 inh | -12 | -1
zfTRPN1 agonist | -0.9 | 2.8
Runt-SMMHC FRET | 2 | -2
TNF death inh | 3.8 | 0.8
PPC-1+TRAIL kill | 35 | 26

# Continued:
item	mol	Mdm2 ligase inh	p47phox inh	TRPML3 agonist	CHOP inhibitor	EBV gp42 inh	zfTRPN1 agonist	Runt-SMMHC FRET	TNF death inh	PPC-1+TRAIL kill
41	O=C(Cn1cnc2cc([N+](=O)[O-])ccc2c1=O)Nc1ccccc1-c1ccccc1	-16	-16	0.9	-1	-4	0.9	-2	2.4	36
42	COc1cc(OC)cc(C(=O)Nc2c(C)nn(-c3ccccc3)c2C)c1	1	-5	0.3	-4	-4	-0.1	3	-0.6	6
43	CCOC(=O)c1ccc(NC(=O)CCc2ccc(CC)o2)cc1	-9	-8	-0.9	69	-6	0.5	1	-0.8	-1
44	COc1ccc(C2C3=C(CCCC3=O)Nc3nc(SCc4ccccc4)nn32)cc1OC (centres undefined)	-16	-10	0.4	33	-5	0.9	2	-1.2	17
45	Cc1nn(C)c(Cl)c1CN1CCN(C2CCCC2)C(CCO)C1 (centres undefined)	1	-1	0.7	-17	-16	1.5	-5	2.4	5
46	O=C(Nc1ccc(Cl)cc1C(=O)NCc1cccnc1)c1ccc(Cl)cc1Cl	-11	-5	-1.2	-6	-12	0.1	0	-0.1	4
47	Cc1ccc(OCCCCNC(C)(C)C)c([N+](=O)[O-])c1	-12	-2	-0.1	12	5	-1.2	-17	2.3	20
48	Cc1ccc(Cc2cc(-c3ccc(C)cc3)n[nH]c2=O)cc1	-1	-4	-0.9	56	6	-2.9	0	-1.6	12
49	Cc1ccc(OCC(O)CNS(=O)(=O)c2ccccc2C(=O)N2CCCCC2)cc1 (centres undefined)	-5	-6	0.5	17	-4	0.4	2	-3.9	-22
50	CC(C)CC(NC(=O)OC(C)(C)C)c1cn([C@@H](CCCCNC(=O)OC(C)(C)C)C(=O)N2CCN(C(=O)OC(C)(C)C)CC2)nn1 (some centres undefined)	x	-1	-1.2	47	-8	-2.9	-6	0.5	-1
51	CCOC(=O)N1CCC(N2CCCC(C(=O)c3cc(C)c(OC)c(C)c3)C2)CC1 (centres undefined)	1	-13	0.7	12	5	0.0	3	2.0	21
52	Cc1ccc(NC(=O)COC(=O)c2cccc3c2C(=O)c2ccccc2C3=O)c(C)c1	-9	1	0.5	25	7	0.6	-3	-8.1	2
53	Cc1c(N=Cc2nc3ccccc3[nH]2)c(=O)n(-c2ccccc2)n1C	-24	-15	0.9	29	-10	-1.2	-4	-1.6	20
54	CCC(=O)O[C@@H]1CC(=O)O[C@H](C)CC=CC=C[C@@H](O)[C@H](C)C[C@H](CC=O)[C@H](O[C@H]2O[C@H](C)[C@@H](O[C@H]3C[C@@](C)(O)[C@@H](OC(=O)CC)[C@H](C)O3)[C@H](N(C)C)[C@H]2O)[C@H]1OC	-5	-34	x	21	-15	x	-1	2.1	-24
55	Cc1cc(Cl)ccc1OCC(=O)NCCCn1ccnc1	-9	3	-0.1	42	-6	-0.2	4	-0.5	5
56	CCCc1cc(-c2n[nH]c(=S)n2C(C)c2ccccc2)cs1 (centres undefined)	-14	-1	-0.6	96*	10	-0.5	5	-2.7	19
57	CCOC(=O)c1nn(-c2ccc(Cl)cc2)cc1O	-22	-12	-0.4	-1	-25	-1.2	-3	6.1	14
58	O=C(COC(=O)c1cc(-c2cccs2)nc2ccccc12)NCc1ccco1	x	-41	-0.8	32	-2	0.5	-1	0.6	16
59	O=c1cccccc1NN=C1CCCCCC1	-19	-14	0.0	9	-14	-0.6	3	-0.3	16
60	CCCCOc1[nH]c2nc(-c3ccco3)n(Cc3ccco3)c(=N)c2c1C#N	-5	-7	1.3	-11	55*	3.5	43	-7.0	6
61	Cc1c(C)[n+](=O)c(-c2ccco2)c(C)n1[O-]	-1	-14	0.9	3	-11	0.2	-1	0.3	3
62	Cc1[nH]n(-c2ccccc2)c(=O)c1C(c1ccc(C(=O)O)cc1)c1c(C)[nH]n(-c2ccccc2)c1=O	5	-9	0.9	19	-3	2.8	-5	0.1	-1
63	CC(C)(C)C(=O)Nc1nnc(SCC(=O)NCc2cccs2)s1	-37	-8	0.3	-8	3	0.8	0	1.1	28
64	COc1cc(OC)cc(C(=O)Nc2cccc(N3CCCC3)c2)c1	-4	-5	-0.7	52	-14	-2.3	4	-1.0	-27
